PG9 binder – binds the HIV-1 gp120 antibody PG9; TR-FRET gp120-PG9 antibody binding; 360,000 tested, 0.43% active; inhibition, % at 6.7 µM; in the data active = inhibition above about 8.5%
mABHD4 FP – inhibitors of mouse ABHD4 | Q8VD66 | purified mABHD4, FP-Rh probe fluorescence polarization | inhibition, % at 8.92 µM | 370,000 tested, 0.54% active | AID 720543;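 active = inhibition exceeding the mean over every tested compound plus 3 SD, cut at about 30% in these data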;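 also: 0% = plate median of compound wells and 100% = S159A mutant with DMSO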
Target sequence (Q8VD66 whole entry, looked up): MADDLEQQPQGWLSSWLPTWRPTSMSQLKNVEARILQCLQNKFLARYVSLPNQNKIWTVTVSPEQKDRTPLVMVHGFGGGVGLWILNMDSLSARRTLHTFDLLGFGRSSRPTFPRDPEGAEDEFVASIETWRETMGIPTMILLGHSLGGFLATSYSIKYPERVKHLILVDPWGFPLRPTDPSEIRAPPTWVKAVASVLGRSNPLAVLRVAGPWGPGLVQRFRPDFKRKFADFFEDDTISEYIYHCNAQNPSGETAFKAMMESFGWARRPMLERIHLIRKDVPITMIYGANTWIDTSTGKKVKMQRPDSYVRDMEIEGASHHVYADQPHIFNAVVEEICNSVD
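system = mouse ABHD4 enzyme, wild type | medium = HEPES pH 7.0, NaCl, Pluronic buffer | also added = FP-Rh probe | incubation = Enzyme–compound pre-incubation 45 min, then probe 60 min, both 25 °C | technique = fluorescence polarization, excitation 525 nm, emission 598 nm, BODIPY TMR filters | controls = S159A mutant high control, sample median low control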
ASAP1 inh – blocks human ASAP1-stimulated Arf1 GTP hydrolysis; inhibition, % at 16.5 µM; GDP FP detection; 360,000 tested, 0.19% active; in the data active = inhibition above about 25%;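 also: 0% = vehicle with enzyme and substrate and 100% = no enzyme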
Target sequence (Q9ULH1 325-724 limits assumed): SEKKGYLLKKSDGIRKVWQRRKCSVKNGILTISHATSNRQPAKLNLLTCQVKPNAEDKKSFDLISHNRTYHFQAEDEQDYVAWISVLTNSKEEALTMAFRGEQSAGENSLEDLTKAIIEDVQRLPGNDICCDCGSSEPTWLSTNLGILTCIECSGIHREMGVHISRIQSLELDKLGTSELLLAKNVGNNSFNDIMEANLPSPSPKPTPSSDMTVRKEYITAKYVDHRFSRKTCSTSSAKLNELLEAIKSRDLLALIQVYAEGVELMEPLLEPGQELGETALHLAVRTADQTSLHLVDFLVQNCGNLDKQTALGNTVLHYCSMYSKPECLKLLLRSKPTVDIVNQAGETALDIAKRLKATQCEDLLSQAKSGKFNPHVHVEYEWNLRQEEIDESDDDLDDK
HTRA1 inh – HTRA1 (human) protease inhibition | Q92743 | recombinant HTRA1, FP-rhodamine activity-based probe, fluorescence polarization | inhibition, % at 5.96 µM | 340,000 tested, 0.5% active | AID 504803; in the data active = inhibition above about 36%;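 also: 0% = enzyme with DMSO and 100% = wells lacking enzyme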
NPR1 activator – GC-A (human) enzyme activation; 370,000 tested, 0.14% active; activation, % at 10 µM; AID 1671463; HEK293 GC-A cells, cGMP TR-FRET, EC30 ANP; 0% at EC30 ANP, 100% saturating ANP; in the data active = activation above about 40%
Rev-erbA mod – modulates human Rev-erb alpha binding to DNA; P20393; Rev-erbα–FITC-DNA binding, fluorescence polarization, 90 min; activity, % at 10 µM; 370,000 tested, 0.79% active;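 active = activity above about 14%, limit read from the data; passing the limit was not always enough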;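 also: 0% = DMSO wells with 35 nM protein and 100% = DMSO wells with 750 nM protein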
SMARCA2 activ – increases SMARCA2 function in MMTV reporter cells; MG213 cells, MMTV-luciferase reporter, dexamethasone, overnight; activation, % at 9.1 µM; 370,000 tested, 1% active; AID 652017; in the data active = activation above about 7.8%;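 also: 0% = vehicle wells and 100% = reference activator wells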
rCAG binder – binds r(CAG) RNA repeats | 370,000 tested, 1.3% active | r(CAG) RNA repeat, TO-PRO-1 dye displacement fluorescence | inhibition, % at 3 µM;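 active = inhibition above the plate cutoff, the mean of all test compounds on that plate plus 3 SD, cut at about 35% in these data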;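 also: 0% = DMSO alone and 100% = 100 µM mitoxantrone as full dye displacement; higher means more dye released from RNA so lower well fluorescence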
ARFGAP1 inhibitor – inhibitors of rat ARFGAP1. Arfgap1-stimulated ARF1 GTP hydrolysis, GDP FP detection. 360,000 tested, 0.26% active. inhibition, % at 16.5 µM. Q62848;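 active = inhibition above a per-plate limit, mean inhibition of low control wells plus 3 SD, cut at about 25% in these data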;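 also: 0% = DMSO wells with enzyme and 100% = wells lacking Arfgap1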
Target sequence (Q62848 1-136 limits assumed): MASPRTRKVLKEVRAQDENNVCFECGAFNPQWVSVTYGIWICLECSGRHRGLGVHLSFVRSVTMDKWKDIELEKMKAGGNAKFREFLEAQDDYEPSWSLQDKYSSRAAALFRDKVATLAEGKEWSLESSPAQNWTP
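Material: truncated rat Arfgap1 GAP domain; Incubation: compound-enzyme preincubation 20 min, reaction 120 min, detection 60 min, 25 °C; Read-out: percent inhibition of Arfgap1-stimulated GTP hydrolysis; Technique: FP, GDP Alexa 633 tracer displaced from anti-GDP antibody, 620/688 nm; Controls: No-Arfgap1 wells (100%) versus DMSO full-reaction wells (0%); Replication: single well per compound.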
NPR2 activator – GC-B (human) receptor activation; P20594; HEK293-GC-B cells, CNP EC30, cGMP TR-FRET; 0% at EC30 CNP, 100% saturating CNP; activation, % at 10 µM; 370,000 tested, 0.11% active; AID 1920062;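 active = activation at 10 µM reaching about 35% in either raw or pattern-adjusted values, limit read from the data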
The depositor's hits bear a star; . = no result given.

A first look:
Every second line gives: ARFGAP1 inhibitor, NPR2 activator, rCAG binder, mABHD4 FP, SMARCA2 activ, Rev-erbA mod, PG9 binder, ASAP1 inh, HTRA1 inh, NPR1 activator
> O=c1oc(-c2ccc(Cl)cc2[N+](=O)[O-])nc2ccccc12
    1, -6, 7, 5, 0, 2, 2.0, -8, -11, 6
> COc1cc(-n2c(=O)c3ccccc3n(CC(=O)c3ccc(Br)cc3)c2=O)cc(OC)c1OC
    0, 1, -1, 4, -2, 6, -0.5, 1, 4, -3
> COc1cc(C(=O)NCCN2CCN(C(=O)c3cc(OC)c(OC)c(OC)c3)CC2)cc(OC)c1OC
    -2, 2, -9, 5, -1, -2, 0.1, 11, 5, 1
> CCCCNC(=O)C1(C)CCN1C(=O)c1cncc(Br)c1 (configuration not stated)
    16, 3, 0, -7, -1, 7, -0.4, -1, ., 4
> O=C(O)CSc1nc2ccccc2c(=O)[nH]1
    -8, 2, 0, 4, 1, 0, -2.2, 5, 8, 5

This part in full, previewed entries included:
Every second line gives: ARFGAP1 inhibitor, NPR2 activator, rCAG binder, mABHD4 FP, SMARCA2 activ, Rev-erbA mod, PG9 binder, ASAP1 inh, HTRA1 inh, NPR1 activator
> O=c1oc(-c2ccc(Cl)cc2[N+](=O)[O-])nc2ccccc12
    1, -6, 7, 5, 0, 2, 2.0, -8, -11, 6
> COc1cc(-n2c(=O)c3ccccc3n(CC(=O)c3ccc(Br)cc3)c2=O)cc(OC)c1OC
    0, 1, -1, 4, -2, 6, -0.5, 1, 4, -3
> COc1cc(C(=O)NCCN2CCN(C(=O)c3cc(OC)c(OC)c(OC)c3)CC2)cc(OC)c1OC
    -2, 2, -9, 5, -1, -2, 0.1, 11, 5, 1
> CCCCNC(=O)C1(C)CCN1C(=O)c1cncc(Br)c1 (configuration not stated)
    16, 3, 0, -7, -1, 7, -0.4, -1, ., 4
> O=C(O)CSc1nc2ccccc2c(=O)[nH]1
    -8, 2, 0, 4, 1, 0, -2.2, 5, 8, 5
> Cc1ccc(S(=O)(=O)Oc2ccc(C)cc2/C=N/N=C2\NC(=O)C(C)S2)cc1 (configuration not stated)
    4, 2, 34, 2, 2, -1, 0.0, 11, -27, -2
> O=C(Nc1ccc2c(c1)OCCO2)C1CCN(S(=O)(=O)c2cccc3nsnc23)CC1
    4, -5, 1, -3, -1, 6, -0.2, -15, 0, -1
> Cc1ccc(C(=O)Nc2ccccc2Cl)cc1
    -1, 1, 0, 3, 5, 2, -2.7, 7, 4, 0
> Cc1c(C(=O)O)cnc2c([N+](=O)[O-])cnn12
    3, 4, 6, 3, -2, 4, -1.5, -7, 4, 4
> NC(=O)CC(NC(=O)Cc1ccc(Br)cc1)c1ccc(NC2CC3CCC2C3)c([N+](=O)[O-])c1 (configuration not stated)
    8, 1, 11, 4, -2, -1, -0.9, -4, -24, 4
> CCc1ccc(NC(=O)c2c(Cl)nc(C)c(Cl)c2C)cc1
    2, 0, -5, -6, -4, 2, -0.7, 12, -11, 3
> Cc1ccc(C=NNC(=O)c2cc(-c3cccnc3)nc3ccccc23)o1
    3, -4, 8, 1, 0, 6, -3.2, 25*, -7, -1
> O=C(COc1ccc(S(=O)(=O)NC2CCCC2)cc1)NCC1CCCO1 (configuration not stated)
    7, -4, -5, 4, -2, 2, -2.7, -4, 1, 1
> Cc1ccccc1-n1nnnc1SC(C)C(=O)Nc1ccc(N2CCN(C)CC2)cc1 (configuration not stated)
    5, 2, -8, -4, -1, 0, -2.6, -4, -1, 1
> CC(c1ccccc1F)n1cc(C(=O)NCc2ccncc2)nn1 (configuration not stated)
    -5, 7, -1, -5, 3, -3, -3.4, 6, 0, -4
> Cn1c(=O)[nH]c(=O)c2c1nc(Br)n2CCC(=O)c1ccccc1
    2, -7, 0, 5, -2, -5, -0.6, -7, 5, 3
> COc1cccc(-n2nnc3c(=O)n(Cc4c(F)cccc4Cl)cnc32)c1
    9, -1, 3, -6, 0, -8, -0.2, 7, 2, 4
> O=[N+]([O-])c1ccc(Cl)c(S(=O)(=O)Nc2ccc(S(=O)(=O)N3CCOCC3)cc2)c1
    -1, -1, 20, 2, -2, -9, -1.1, 13, -8, 6
> O=C(Nc1cc(Cl)ccc1Cl)C1CC(=O)N(c2ccc(Br)cc2)C1 (configuration not stated)
    6, 2, 0, 0, 0, -2, 0.4, 15, 4, 0
> CC(NC(=O)c1cccc2ccccc12)c1ccc2c(c1)CCCC2 (configuration not stated)
    -6, -4, 2, -23, -1, 2, 1.4, -8, -43, -4
> Cn1c(SCC(=O)NCCc2ccc(S(N)(=O)=O)cc2)nc2ccccc2c1=O
    13, 1, 3, 3, 0, 1, 0.2, -8, -2, -2
> CNC(=O)/C(C#N)=C/c1ccc(OCCOc2ccccc2)cc1
    4, -7, 2, -8, -2, 1, 0.8, 2, -3, 8
> CCOC(=O)C1=C(C)N=c2s/c(=C/c3ccc(OCC(=O)O)cc3)c(=O)n2C1c1cc(OC)c(OC)c(OC)c1 (configuration not stated)
    -4, -7, 42*, -17, 9.1*, 9, -3.7, -16, -4, -6
> COc1ccc(NC(=O)CSc2ccc(-c3ccco3)nn2)cc1OC
    2, -2, 8, 2, -3, 0, -3.8, 11, 5, -2
> COc1ccccc1C(=O)OCC(=O)Nc1ccccc1OC(F)F
    14, 4, -3, -9, -3, 5, 2.0, 3, 1, -5
> C/C(N)=C(/C#N)C(=O)CSc1nc2ccccc2c(=O)n1CCCO
    -1, 1, 2, -3, -1, 7, 0.7, -1, -5, -3
> Cc1ccc(/C=N/N2CCN(Cc3ccc(C)cc3)CC2)cc1
    1, -5, -3, 2, -3, -1, 0.1, -9, -6, 0
> O=C(CN1C(=O)COc2ccccc21)NCCN1CCCC1
    -3, 2, 4, -1, 1, -3, -1.5, -15, -2, 2
> COc1ccccc1N1CCN(C(=O)C(C)N(c2ccccc2)S(C)(=O)=O)CC1 (configuration not stated)
    12, -3, -3, 0, -2, 4, -3.0, 12, 0, 5
> Cc1ccc(-c2csc3ncnc(N4CCN(S(=O)(=O)c5ccc(C#N)cc5)CC4)c23)cc1
    -3, -1, 7, -1, 1, -2, 1.2, 11, -2, -5
> CN(Cc1ccsc1)C(=O)CCc1nnc(CCCc2ccccc2)o1
    7, -7, -11, 5, -1, -5, -0.9, 0, -1, -2
> CCOc1ccc(S(=O)(=O)NCc2cccs2)cc1C(C)C
    -6, 2, -5, -13, -2, 10, -1.7, 1, -33, 0
> Cc1cc(NC(=O)c2ccc(-c3ccccc3F)o2)no1
    -6, 0, 0, -5, 1, 2, -0.6, 5, -15, 1
> CNS(=O)(=O)c1ccc(C)c(S(=O)(=O)NC)c1
    2, 10, -1, 7, 4, 0, -1.2, 2, 4, -1
> O=C(COc1ccc(Br)cc1)Nc1ccc(-c2nnc(-c3ccco3)o2)cc1
    -2, -1, 3, 1, -1, 4, -0.1, 11, -1, 4
> COc1ccc(C2OC(=O)CC2C(=O)NCc2ccc(F)cc2)cc1OC (configuration not stated)
    -15, -1, -2, 1, -2, -7, 2.1, -9, 7, 1
> CN1c2ccccc2C(=O)NC1c1ccc(Cl)cc1 (configuration not stated)
    0, ., 0, 4, -5, ., -1.3, 12, 3, .
> COc1ccc(OC)c(/C=N/NC(=O)Cn2ccnc2C)c1
    2, -3, 0, -4, 0, 8, 0.3, -1, 5, 4
> CN(C)c1cccc(CNC(=O)c2csc([C@H]3C[C@H](O)[C@@H](CO)O3)n2)c1
    12, 2, 0, 5, -3, 1, -1.9, 3, ., -1
> Cc1nn(C)c(C(=O)N2CCOCC2)c1Cl
    -5, 6, -1, 1, -3, -3, 1.0, -5, 5, -1

Next section, starting with the last 2 of the part before.
Every second line gives: ARFGAP1 inhibitor, NPR2 activator, rCAG binder, mABHD4 FP, SMARCA2 activ, Rev-erbA mod, PG9 binder, ASAP1 inh, HTRA1 inh, NPR1 activator
> CN(C)c1cccc(CNC(=O)c2csc([C@H]3C[C@H](O)[C@@H](CO)O3)n2)c1
    12, 2, 0, 5, -3, 1, -1.9, 3, ., -1
> Cc1nn(C)c(C(=O)N2CCOCC2)c1Cl
    -5, 6, -1, 1, -3, -3, 1.0, -5, 5, -1
> CC(NC(=S)N1CCN(c2ccccc2)CC1)c1ccccc1 (configuration not stated)
    1, 3, -5, -6, -5, 5, -1.2, -3, 6, 1
> COC(=O)Nc1nc2c(C)cccc2s1
    -13, 4, 0, -5, 0, 0, -0.2, 9, 4, 13
> CC(CCc1ccccc1)NC(=O)COC(=O)c1ccc(NC(=O)CC#N)cc1 (configuration not stated)
    -5, 5, 10, -6, 1, -1, 2.5, -12, -21, -4
> Cc1c(C(=O)N(C)C)sc(NC(=O)c2cc([N+](=O)[O-])cc([N+](=O)[O-])c2)c1C#N
    7, 0, 56*, 8, 7, -3, -1.2, 0, 4, 1
> Cn1nnnc1SCC(=O)N1CCN(C(c2ccccc2)c2ccccc2)CC1
    3, 0, 3, -5, -1, 6, 1.3, 12, -4, -3
> O=C1Cc2ccccc2C(c2c(Cl)cccc2Cl)N1 (configuration not stated)
    2, -3, 0, 4, -1, 6, -0.4, 1, 6, -5
> CCOc1cc(C(=O)Nc2ccc3c(c2)OCO3)ccc1OC(F)F
    -3, -1, -4, -1, 1, -8, 0.4, 3, 0, 3
> CN(C(=O)c1ccc(NC(=O)Cc2ccc(NC(=O)C3CCN(C(=O)C4CCCCC4)CC3)cc2)cc1)C1CCCC1
    7, -3, 4, -5, -3, 1, -1.5, 3, -6, -5
> CC(C)C[C@H](NC(=O)C1CC(=O)N(c2ccc3c(c2)OCO3)C1)C(=O)NC1CCCCC1 (some centres not stated)
    -2, -3, 0, -11, 0, 0, 0.4, 11, 8, 0
> Cc1ccc(C(=O)NCCCNC(=O)c2ccccc2C)cn1
    0, 1, 1, 3, -3, 0, 0.2, -3, -4, 6
> O=S1(=O)C[C@@H](N2CCN(CCO)CC2)[C@H](COCc2ccccc2)N1
    -10, -9, 5, -1, -5, -2, -2.2, -1, ., -3
> c1ccc(Nc2ccc(-n3ccnc3)nn2)cc1
    4, 1, 2, 0, -1, -4, 0.2, 0, 7, 0
